Screening results (PubChem)
CatB inh = human cathepsin B inhibitors, primary screen, biochemical, fluorogenic substrate. P07858. purified cathepsin B, fluorescence. 0.1% of 63,000 active. AID 453, 2006. inhibition, %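 (tested at 10 µM)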; in the data active = inhibition above about 21%;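 also: 0% = enzyme with no compound and 100% = no enzyme blank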
E coli RNAP = E. coli RNAP inhibitors, biochemical | DNA-directed RNA polymerase subunit beta (Escherichia coli (strain K12)), P0A8V2 | E. coli RNA polymerase, fluorescence transcription assay | inhibition, %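 (tested at 10 µM)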 | 0.2% of 62,000 active; in the data active = inhibition above about 20%;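 also: 0% = enzyme without compound and 100% = no enzyme blank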
Target sequence (P0A8V2 whole entry, looked up): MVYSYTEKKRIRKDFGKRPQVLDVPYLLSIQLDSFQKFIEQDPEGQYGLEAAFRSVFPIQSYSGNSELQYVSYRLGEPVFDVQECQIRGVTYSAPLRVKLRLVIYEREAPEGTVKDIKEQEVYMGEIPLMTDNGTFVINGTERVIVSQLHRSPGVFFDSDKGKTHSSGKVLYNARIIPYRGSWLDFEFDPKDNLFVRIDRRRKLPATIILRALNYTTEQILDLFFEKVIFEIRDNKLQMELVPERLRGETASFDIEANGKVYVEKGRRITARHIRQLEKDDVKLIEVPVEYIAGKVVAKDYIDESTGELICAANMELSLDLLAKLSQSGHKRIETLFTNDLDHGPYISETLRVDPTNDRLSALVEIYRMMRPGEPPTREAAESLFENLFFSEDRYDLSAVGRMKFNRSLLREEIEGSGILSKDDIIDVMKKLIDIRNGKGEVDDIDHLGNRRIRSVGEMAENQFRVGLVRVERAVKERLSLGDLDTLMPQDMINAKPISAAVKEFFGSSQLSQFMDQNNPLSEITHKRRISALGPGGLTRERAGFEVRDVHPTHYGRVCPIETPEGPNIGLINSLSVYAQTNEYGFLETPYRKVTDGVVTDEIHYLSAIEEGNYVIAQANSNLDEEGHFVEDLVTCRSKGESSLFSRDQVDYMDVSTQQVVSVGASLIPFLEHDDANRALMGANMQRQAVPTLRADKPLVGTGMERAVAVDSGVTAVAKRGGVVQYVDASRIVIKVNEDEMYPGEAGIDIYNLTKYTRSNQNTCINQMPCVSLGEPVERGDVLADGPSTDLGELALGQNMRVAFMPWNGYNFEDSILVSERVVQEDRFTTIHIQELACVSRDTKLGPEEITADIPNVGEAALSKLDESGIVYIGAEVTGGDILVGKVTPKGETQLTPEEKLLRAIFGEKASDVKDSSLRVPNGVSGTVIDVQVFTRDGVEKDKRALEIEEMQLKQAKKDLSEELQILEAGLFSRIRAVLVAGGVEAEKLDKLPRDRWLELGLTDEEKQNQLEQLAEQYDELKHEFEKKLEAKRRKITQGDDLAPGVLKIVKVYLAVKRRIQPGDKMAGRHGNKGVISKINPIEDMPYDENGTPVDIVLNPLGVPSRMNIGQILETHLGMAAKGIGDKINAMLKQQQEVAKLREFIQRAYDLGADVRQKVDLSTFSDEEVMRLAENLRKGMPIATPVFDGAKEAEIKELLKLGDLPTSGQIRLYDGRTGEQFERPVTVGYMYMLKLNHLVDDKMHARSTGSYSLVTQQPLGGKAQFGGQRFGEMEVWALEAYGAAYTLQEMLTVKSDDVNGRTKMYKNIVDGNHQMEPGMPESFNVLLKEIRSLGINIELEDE
MKP-1 inh = MKP-1 phosphatase inhibitors, primary screen, biochemical, in vitro; recombinant MKP-1, OMFP hydrolysis fluorescence; Dual specificity protein phosphatase 1 (Homo sapiens), P28562; 0.15% of 65,000 active; inhibition, %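 (compounds tested at a single concentration somewhere between 10 and 100 µM)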; AID 374, 2006;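 active = inhibition above about 50%, limit read from the data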;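 also: 0% = DMSO max control wells and 100% = wells with enzyme stopped by NaOH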
AP complement = alternative complement pathway inhibitors, primary screen, biochemical, ELISA, human serum, orthogonally pooled compounds. AID 1235, 2008. LPS-coated ELISA, C3 deposition; tested in compound mixtures. inhibition, % at 5 µM. 0.08% of 62,000 active;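 active = inhibition above 30% in each of the two pooled mixtures holding the compound, so the lower value exceeds 30%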;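 also: 0% = serum in Mg-EGTA without compound and 100% = EDTA serum blank; some compounds past the cut are filed as inactive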
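Assay system: Human serum alternative complement pathway, C3 deposition on LPS-coated wells | Incubation: 1 h serum-compound exposure at 37 °C | Doses: 5 µM per compound in ten-compound mixtures | Read-out: Percent inhibition | Technique: ELISA with HRP anti-human C3 antibody, TMB substrate, absorbance 450 nm | Replication: Two pool placements per compound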
Cdc25B inh = inhibitors of Cdc25B phosphatase catalytic domain, primary screen, biochemical, OMFP fluorescence; M-phase inducer phosphatase 2 (Homo sapiens), P30305; recombinant Cdc25B, OMFP fluorescence Ex485/Em525; inhibition, %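 (compounds tested at 10 µM final in the well)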; 0.1% of 65,000 active; in the data active = inhibition above about 50%
CatB mixtures = cathepsin B inhibitors from pooled compounds, primary screen, biochemical, compound mixtures, AMC fluorescence | P07858 | Purified cathepsin B, AMC dipeptide fluorescence | inhibition, %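 (ten-compound pools at 5 µM per compound and 50 µM total)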 | 0.06% of 62,000 active; in the data active = inhibition above about 22%, passing the limit was not always enough;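 also: 0% = enzyme without compound and 100% = no enzyme blank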
Hsp90 inh = tumor Hsp90 inhibitors, primary screen, cell lysate, fluorescence polarization, NCI-N417 lysate. Heat shock protein HSP 90-alpha (Homo sapiens), P07900. Cy3B-geldanamycin FP displacement. inhibition, % at 30 µM. 0.35% of 64,000 active;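 active = inhibition above 50%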;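 also: 0% = tracer plus lysate wells and 100% = tracer alone without lysate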
D1 allo mod = D1 CRE-luciferase signal change, two-sided – cell-based, HEK293 D1, dopamine EC30, D1 allosteric modulator project, primary screen; 5.9% of 58,000 active; dopamine EC30 potentiation; actives deviate in either direction; B-score at 10 µM;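 active = luminescence count or its row- and column-corrected plate score outside the 99.7% band of the plate's sample wells, on either side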
tolC growth inh = growth inhibitors of E. coli tolC mutant, primary screen, strain BW25113 ΔtolC::kan, 384-well | growth inhibition, % at 10 µM (by protocol) | AID 573, 2007 | OD615 | 2.2% of 65,000 active;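 active = growth inhibition at or above a cutoff equal to the mean over every tested compound plus 3 SD, cut at about 60% in these data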;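 also: growth measured after 20 h incubation at 37 °C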
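Assay system: tolC-deleted E. coli BW25113. Medium: kanamycin-containing LB broth (50 µg/mL). Dosing: 10 µM final, single dose. Timing: bacterial growth with compound for 20 h at 37 °C. Detection: A615 absorbance measurement. Read-out basis: growth inhibition in percent.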
* hit, by the source's call; . = no result given. This is a random part of the collection (roughly 7.6% active in at least one column).

SMILES	CatB inh	E coli RNAP	MKP-1 inh	AP complement	Cdc25B inh	CatB mixtures	Hsp90 inh	D1 allo mod	tolC growth inh
COc1ccccc1C1C(C(N)=O)=C(C)Nc2nc(-c3ccccc3Cl)nn21 (stereo not drawn)	2	3	4	20	-1	-4	-3	0.76	-4
COc1ccc(CCNC(=O)CCCCn2c(=O)[nH]c3ccccc3c2=O)cc1OC	4	8	16	12	-7	0	1	0.36	-5
CCc1c(C)c2c(C)[nH]nc2oc1=O	10	7	11	2	-4	-3	-4	.	-11
O=C(NCc1ccco1)[C@@H]1CSC2c3ccccc3C(=O)N21 (stereo partly drawn)	-1	.	14	13	3	2	-7	0.11	-9
Cc1sc2ncnc(OCC(=O)c3ccc(S(=O)(=O)N4CCCC4)cc3)c2c1C	0	9	26	-1	-15	-4	0	1.1	10
Cc1cccc2cc(CN(Cc3cccs3)Cc3nnnn3Cc3ccccc3)c(=O)[nH]c12	3	-3	11	14	-20	11	-3	0.23	34
Cc1ccc(Cl)cc1N1CCN(C(=O)Cn2ccc3ccccc3c2=O)CC1	0	1	0	9	-4	16	-3	0.038	59
COc1ccccc1C1(CC(=O)N2CCOCC2)CCOC(C(C)C)C1 (stereo not drawn)	0	6	-4	-2	14	3	-2	0.69	5
COc1ccccc1N(CC(=O)NC(C)(C)C)C(=O)Cn1nnc(-c2ccc(C)o2)n1	2	6	-1	-3	4	-7	-2	2.8	-7
COc1ccc(S(=O)(=O)N2CCN(Cc3cccc(Cl)c3)CC2)cc1	1	5	1	15	-4	2	-2	0.44	54
COc1ccc2cc3cc(C(=O)NCC4CCCO4)oc3nc2c1 (stereo not drawn)	-32	-116	-7	2	7	-19	0	-0.55	16
Cc1nn(C)c(C)c1S(=O)(=O)NCc1cccs1	2	1	0	46	2	1	1	-0.79	-11
O=C1c2oc3ccc(F)cc3c(=O)c2C(c2ccc(F)cc2)N1CCCN1CCOCC1 (stereo not drawn)	-1	5	4	20	3	2	-1	-0.36	-11
Cc1cc(C)n(-c2nc3c(c(=O)[nH]c(=O)n3C)n2CC(O)COc2ccccc2C)n1 (stereo not drawn)	-1	-4	0	25	-9	2	-5	0.058	4
Cc1cccc(OCC(O)CN2C(C)(C)CC(O)CC2(C)C)c1C (stereo not drawn)	2	0	2	9	-20	-5	0	-0.7	-13
c1ccc(N2CC[N+]3(CCCC3)CC2)nc1	-3	6	-24	7	-1	4	-5	-0.4	-16
C=CCn1c(-c2ccccc2)c[nH]c1=S	-1	14	-13	-3	-10	8	5	-0.91	-8
COc1ccc(CCNC(=O)C2CC2)cc1OC	2	14	-6	2	5	2	-2	.	-10
Cc1sc2ncnc(SCC#N)c2c1C	-2	1	21	17	-2	3	-5	1.2	12
CCOC(=O)c1c(C)c(C(=O)NCc2cccnc2)c(C)n1C	1	3	-6	9	10	4	2	0.43	-13
CCc1cccc(C)c1NC(=O)CSc1nnc(-c2cc3cc(Br)ccc3o2)n1CC	-3	5	19	-1	-6	9	-1	-0.24	17
Clc1ccccc1-c1nnc2sc(C3COc4ccccc4O3)nn12 (stereo not drawn)	.	.	3	.	4	.	0	-0.00051	23
Cc1noc(C)c1S(=O)(=O)N1CCN(Cc2ccc3c(c2)OCO3)CC1	1	5	-1	12	-11	-6	0	-0.44	-5
C(=C\c1ccccc1)/CSc1nnc(-c2ccncc2)n1Cc1ccco1	-2	2	16	13	-5	37	-2	-0.15	11
CCOC(=O)C1=C(C)N(C)C(=O)NC1c1ccccc1OC (stereo not drawn)	7	7	-7	7	-1	4	2	.	-7
Cc1cccc2cc(CN(CC3CCCO3)C(c3nnnn3Cc3ccco3)C(C)C)c(=O)[nH]c12 (stereo not drawn)	2	10	25	3	6	10	-6	0.54	15
CCN(CC)S(=O)(=O)c1ccc(OC(C)C)nc1	0	-1	-3	-1	-11	1	-4	-0.59	-1
Cc1ccc(S(=O)(=O)Cc2ccc(C(=O)NCCCN3CCN(C)CC3)o2)cc1	2	3	13	5	-2	2	-3	-0.06	-11
Cc1nc(N2CCN(C(=O)c3ccc(Cl)cc3)CC2)c(C#N)c2c1COC(C)(C)C2	1	-1	-25	.	21	.	-5	.	8
O=S(=O)(c1ccccc1)c1nc(-c2ccco2)oc1N1CCOCC1	0	6	-14	-9	5	-3	-2	0.33	-8
CCCC(=O)Nc1ccc(N2CCN(C(=O)CCC)CC2)cc1	3	2	10	15	3	0	-1	-0.82	-25
Fc1cccc(NCc2cn3ccccc3n2)c1	-2	-9	-1	4	-15	1	-3	-1.7	6
CCCCn1c(S(=O)(=O)O)nc2ccccc21	1	1	6	8	-4	0	3	0.15	-3
COc1ccc(NC(=O)CS(=O)CC(=O)Nc2ccc(OC)c(OC)c2)cc1 (stereo not drawn)	-1	4	-2	11	-2	7	2	0.5	-11
CCCCn1c(SCC(=O)NCc2ccco2)nnc1-c1ccoc1C	7	10	18	-1	-22	3	-2	-0.48	-3
COc1ccc(CCNC(=O)c2cccnc2)cc1OC	.	.	-4	2	0	-7	2	3.4*	3
COC(=O)CSc1nnc(SCc2ccccc2)s1	8	4	-1	-5	-14	8	-2	-1	0
CCOC(=O)C1=C(C)Nc2ncnn2C1c1cc(OC)ccc1OC (stereo not drawn)	-1	5	-6	5	-6	-7	-3	0.075	3
O=C(NCc1cccs1)c1cc(-c2cccc(Cl)c2)on1	0	6	24	-5	-14	-3	-3	1.1	-8
O=C(Nc1nnc(-c2ccccc2Cl)o1)c1ccco1	5	3	25	15	-12	0	1	-1.7	7
COc1ccc(C)cc1N(CC(=O)Nc1cccc(N(C)S(C)(=O)=O)c1)S(C)(=O)=O	4	3	-6	6	-15	1	-3	0.00059	-3
CCOC(=O)N1CCN(CC(=O)c2c(C)[nH]c3ccccc23)CC1	1	7	2	1	60*	4	-1	0.58	-3
COc1ccc(C(=O)N2CCN(C3CCC(c4ccccc4)CC3)CC2)cc1OC (stereo not drawn)	-1	11	-13	4	-5	10	0	-5.1*	7
CN1CCC(NC(=O)Cc2c(F)cccc2Cl)CC1	0	6	-9	11	-13	8	1	0.06	10
Cc1ccc(C(N)=S)c(C)c1	-2	-6	-5	7	-3	-4	2	-1.2	-6
O=c1cc(COn2nnc3ccc(C(F)(F)F)cc32)nc2sccn12	6	-1	8	7	-4	6	2	0.11	16
O=C1C2CCCN2C(c2ccc(F)cc2)N1c1cccc(Cl)c1 (stereo not drawn)	7	3	2	12	-13	0	-3	0.68	-6
O=c1c2ccccc2nnn1CSc1nnc(-c2cccnc2)n1-c1ccccc1F	4	2	10	3	-13	-1	.	.	0
CCN1CCN(C(=O)c2cc3nc(-c4ccccc4)cc(C(F)(F)F)n3n2)CC1	8	4	15	-21	-12	6	-2	-0.33	-9
Cc1nc(CCNC(=O)COc2ccccc2)cs1	5	3	5	17	3	0	-5	0.62	-4
Cc1cccc(N2CCN(C(=O)Cc3c(C(=O)O)[nH]c4ccc(Cl)cc34)CC2)c1C	-3	-6	53*	13	2	5	-4	0.69	87*
CC(C)N=c1cc2n(-c3ccc(Cl)cc3)c3ccccc3nc-2cc1Nc1ccc(Cl)cc1	10	13	-12	-11	-5	7	98*	-2.4	6
CC(C)(C)NC(=O)Nc1ccccc1C(N)=O	1	5	-1	11	-1	3	2	-4.3*	-13
CCOc1ccc(-n2c(COc3ccc(C)cc3)nnc2SCC(N)=O)cc1	2	.	18	-3	2	0	3	0.14	18
O=c1c2c(nc3c(-c4cccc5ccccc45)c[nH]n13)CCC2	-4	-1	9	-6	1	-3	-4	.	65*
CCOC(=O)C(C)Sc1nnc(-c2c[nH]c3ccccc23)n1C (stereo not drawn)	1	6	15	17	-8	1	-3	1.3	3
O=C(CN1CCC(O)CC1)N1c2ccccc2C=Cc2ccccc21	9	8	18	-15	5	7	-1	0.34	17
O=C(c1ccc(O)cc1)c1ccc(C(=O)O)c(C(=O)O)c1	-1	5	3	-9	-5	4	0	0	-11
CCOCCCNc1nc2c(c(=O)n(C)c(=O)n2C)n1CCCc1ccccc1	0	8	22	3	-9	2	-3	-2	1
CC(C)C(=O)Nc1cccc(C(=O)Nc2ccc3c(c2)OCO3)c1	-1	6	-16	-11	-12	1	26	-3.3*	-4
Continued:
SMILES	CatB inh	E coli RNAP	MKP-1 inh	AP complement	Cdc25B inh	CatB mixtures	Hsp90 inh	D1 allo mod	tolC growth inh
O=S(=O)(NC1CCCCC1NCc1ccco1)c1ccc(Cl)cc1 (stereo not drawn)	1	7	2	-10	-10	-1	-4	-2.3*	-5
COc1cccc(NC(=O)Cn2c(SCC(=O)N3CCOCC3)nc3ccccc32)c1	1	3	3	-14	-10	1	0	-0.093	2
COc1cc2c(cc1OC)-c1nnc(-c3cccs3)n1C(C)(C)C2	0	1	4	15	-13	1	0	-0.91	14
CCOC(=O)C(NC(=O)c1ccccc1)=C1C=C(C)OC(C)=C1	-2	8	-2	-1	1	-3	-3	-3	-11
Cn1c(NCCCN2CCOCC2)nc2c1c(=O)n(Cc1ccc(Cl)cc1Cl)c(=O)n2C	0	-1	-1	-7	3	-6	-2	0.31	16
COc1ccc(NC(=O)CSc2nnc(Cn3c(=O)sc4ccccc43)n2C)cc1	-2	-1	9	9	-7	3	0	.	-1
Cn1c(/C(C#N)=C2/CCCCCN2)nc2ccccc21	-3	-3	2	14	4	1	.	11*	8
CCc1c(C)nc(N)n2c(SCC(=O)Nc3ccccc3OC)nnc12	0	12	-3	3	-6	-5	-3	0.73	-15
Cn1cccc1C(=O)OCc1cc(Cl)cc2c1OCOC2	0	-1	-1	33	-2	4	0	.	34
Cc1cc(NS(=O)(=O)c2ccc(NC(=O)Cc3cccs3)cc2)no1	0	9	8	8	-4	1	-4	1.6	14
Cc1noc(C)c1C(=O)NCc1ccco1	6	12	8	1	-4	2	-12	.	-18
Cc1ccc(NC(=O)C2CC(=O)NC(N3CCc4ccccc43)=N2)cc1 (stereo not drawn)	2	.	-15	6	-18	3	2	0.37	6
CCCCOc1ccccc1NC(=O)Cn1c(-c2nonc2N)nc2ccccc21	54*	5	26	6	-2	-3	1	0.024	-4
Cc1c(NC(=O)CSc2ccccn2)c(=O)n(-c2ccccc2)n1C	2	4	21	7	-16	1	0	0.026	-12

Grouped by structure, the entries above containing fluorine
SMILES	CatB inh	E coli RNAP	MKP-1 inh	AP complement	Cdc25B inh	CatB mixtures	Hsp90 inh	D1 allo mod	tolC growth inh
O=C1c2oc3ccc(F)cc3c(=O)c2C(c2ccc(F)cc2)N1CCCN1CCOCC1 (stereo not drawn)	-1	5	4	20	3	2	-1	-0.36	-11
Fc1cccc(NCc2cn3ccccc3n2)c1	-2	-9	-1	4	-15	1	-3	-1.7	6
CN1CCC(NC(=O)Cc2c(F)cccc2Cl)CC1	0	6	-9	11	-13	8	1	0.06	10
O=c1cc(COn2nnc3ccc(C(F)(F)F)cc32)nc2sccn12	6	-1	8	7	-4	6	2	0.11	16
O=C1C2CCCN2C(c2ccc(F)cc2)N1c1cccc(Cl)c1 (stereo not drawn)	7	3	2	12	-13	0	-3	0.68	-6
O=c1c2ccccc2nnn1CSc1nnc(-c2cccnc2)n1-c1ccccc1F	4	2	10	3	-13	-1	.	.	0
CCN1CCN(C(=O)c2cc3nc(-c4ccccc4)cc(C(F)(F)F)n3n2)CC1	8	4	15	-21	-12	6	-2	-0.33	-9
